PME-1 primary: blocks human protein phosphatase methylesterase 1. 320,000 compounds, 0.53% hits. inhibition, % at 5.9 µM. recombinant PME-1, FP-Rh probe fluorescence polarization;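 active = inhibition above the campaign mean of all compounds plus 3 SD, cut at about 26% in these data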;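 note: competitive labeling of PME-1 active site by serine hydrolase directed probe; 0% = PME-1 with DMSO and 100% = wells lacking PME-1 enzyme; inhibitors block probe labeling so polarization falls and inhibition rises; many of its hits are not listed in these tables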
LYPLA2 inh: counter-screen for PME1 inhibitors: inhibitors of human LYPLA2; O95372; recombinant LYPLA2, FP-Rh probe fluorescence polarization; inhibition, % at 5.9 µM; 320,000 compounds, 0.38% hits; AID 2177;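 active = inhibition above the screen-wide mean plus 3 SD, limit set per campaign, cut at about 26% in these data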;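 note: 0% = LYPLA2 with DMSO and 100% = wells lacking LYPLA2 enzyme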
GSTO1 inh: counter-screen for RBBP9 inhibitors: inhibitors of human GSTO1; recombinant GSTO1, activity-based probe fluorescence polarization; inhibition, % at 5.96 µM; 300,000 compounds, 1.1% hits; AID 1974;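 active = inhibition above the campaign mean inhibition plus 3 SD, cut at about 35% in these data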;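 note: 0% = GSTO1-1 with DMSO and 100% = wells lacking GSTO1-1 enzyme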
Target sequence (P78417 whole entry, looked up): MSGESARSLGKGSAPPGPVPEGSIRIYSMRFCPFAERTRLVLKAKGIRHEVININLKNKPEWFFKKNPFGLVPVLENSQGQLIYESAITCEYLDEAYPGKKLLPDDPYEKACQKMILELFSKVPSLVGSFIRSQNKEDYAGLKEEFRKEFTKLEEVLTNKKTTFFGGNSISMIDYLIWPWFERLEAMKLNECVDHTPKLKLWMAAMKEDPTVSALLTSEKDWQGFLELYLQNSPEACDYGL
PAD4 inh: PAD4 (human) enzyme inhibition | Q9UM07 | recombinant PAD4, RCA probe fluorescence polarization | inhibition, % at 6.36 µM | 330,000 compounds, 0.41% hits;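 active = percent inhibition above a cutoff equal to the mean of all tested compounds plus 3 SD, cut at about 15% in these data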;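 note: 0% = PAD4 with RCA probe and DMSO and 100% = probe without PAD4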
PAFAH2 inh: inhibitors of human PAFAH2; recombinant PAFAH2, FP-rhodamine activity probe, fluorescence polarization; 340,000 compounds, 0.99% hits; AID 492956; inhibition, % at 3.39 µM; Q99487;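 active = inhibition above the mean over all tested compounds plus 3 SD, cut at about 30% in these data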;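 note: inhibitors block probe labeling of enzyme so polarization drops; 0% = enzyme with DMSO and 100% = wells lacking PAFAH2 protein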
PAFAH1B2 inh: PAFAH1B2 (human) inhibition. P68402. recombinant PAFAH1B2, FP-rhodamine activity probe, fluorescence polarization. 340,000 compounds, 1.2% hits. inhibition, % at 3.39 µM;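 active = inhibition above the mean of all tested compounds plus 3 SD, cut at about 24% in these data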;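 note: 0% = enzyme with DMSO and 100% = wells lacking PAFAH1B2; many of its hits are not listed in these tables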
Target sequence (P68402 whole entry, looked up): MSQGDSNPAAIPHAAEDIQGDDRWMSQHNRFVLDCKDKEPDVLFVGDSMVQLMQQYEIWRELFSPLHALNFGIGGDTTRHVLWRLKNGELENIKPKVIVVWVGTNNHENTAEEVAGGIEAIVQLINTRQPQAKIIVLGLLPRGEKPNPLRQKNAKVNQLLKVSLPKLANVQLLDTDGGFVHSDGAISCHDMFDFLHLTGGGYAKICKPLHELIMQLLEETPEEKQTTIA
PAFAH1B3 inh: PAFAH1B3 (human) inhibition; 340,000 compounds, 0.28% hits; inhibition, % at 3.39 µM; recombinant PAFAH1B3, FP-rhodamine probe, fluorescence polarization; Q15102;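 active = inhibition above the screen-wide average of all tested compounds plus 3 SD, cut at about 25% in these data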;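 note: 0% = enzyme with DMSO only and 100% = wells lacking PAFAH1B3 protein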
LYPLA1 inh: LYPLA1 (human) inhibition in PME1 counter-screen. 320,000 compounds, 0.16% hits. O75608. inhibition, % at 5.9 µM. AID 2174. recombinant LYPLA1, FP-Rh probe fluorescence polarization;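 active = inhibition above the mean of all tested compounds plus 3 SD, set per campaign, cut at about 14% in these data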;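 note: inhibitors block serine hydrolase probe labeling of LYPLA1 so polarization falls; 0% = enzyme with DMSO and 100% = wells lacking LYPLA1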
pPAFAH inh: pPAFAH (human) enzyme inhibition | 330,000 compounds, 1.5% hits | inhibition, % at 3.39 µM | recombinant pPAFAH, FP-rhodamine probe fluorescence polarization;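 active = inhibition above the mean inhibition across the screen plus 3 SD, cut at about 25% in these data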;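 note: inhibitors block binding of the rhodamine activity-based probe so polarization drops; 0% = enzyme with DMSO and 100% = wells lacking pPAFAH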
Target sequence (Q13093 whole entry, looked up): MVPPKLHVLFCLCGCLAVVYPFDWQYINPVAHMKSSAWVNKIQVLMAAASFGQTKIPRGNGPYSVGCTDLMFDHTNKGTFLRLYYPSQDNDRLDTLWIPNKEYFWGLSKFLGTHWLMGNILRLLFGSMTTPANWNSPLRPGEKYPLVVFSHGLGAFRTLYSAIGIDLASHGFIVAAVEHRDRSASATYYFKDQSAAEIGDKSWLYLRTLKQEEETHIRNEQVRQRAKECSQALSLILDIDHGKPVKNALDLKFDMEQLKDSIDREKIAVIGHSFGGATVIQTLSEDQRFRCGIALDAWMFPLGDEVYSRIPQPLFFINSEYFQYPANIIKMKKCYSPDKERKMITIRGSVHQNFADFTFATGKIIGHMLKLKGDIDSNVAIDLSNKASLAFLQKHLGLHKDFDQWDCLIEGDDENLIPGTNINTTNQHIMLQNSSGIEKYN
* hit, by the source's call; nt = no result given.

Value order: PME-1 primary	LYPLA2 inh	GSTO1 inh	PAD4 inh	PAFAH2 inh	PAFAH1B2 inh	PAFAH1B3 inh	LYPLA1 inh	pPAFAH inh
- COc1ccccc1/C=C/C(=O)N1CCC(c2ccccc2)C1 (stereo not given)
  -1	1	-2	1	0	3	2	-4	2
- O=C(NC(Nc1nc2ccccc2s1)(C(F)(F)F)C(F)(F)F)c1ccccc1
  -4	0	3	-2	-7	2	2	-2	1
- O=C(NCc1ccc(F)cc1)c1noc2c1CCCC2
  0	-1	-2	-6	3	7	5	-3	-7
- N#CCNC(=O)c1nn2c(C(F)(F)F)cc(-c3ccccc3)nc2c1Br
  3	-5	6	0	-5	0	1	0	4
- COc1ccc(S(=O)(=O)N(CCC(N)=O)Cc2ccco2)cc1OC
  -3	8	19	-1	0	7	0	2	5
- Cc1cc(CNC(=O)Cn2cc([N+](=O)[O-])cn2)c2ccccc2n1
  -2	-3	11	-1	1	4	15	-3	-4
- O=C(NC1CC1)C1CCN(C2CCN(C(=O)CSc3ccccc3)CC2)CC1
  -2	6	9	1	-4	1	5	1	6
- Cc1ccc(C)c(-n2c(CNC(=O)c3ccco3)nnc2SCC(=O)Nc2nccs2)c1
  -1	-8	-2	3	3	3	4	-1	-1
- COC(=O)c1sc2ncccc2c1OCc1ccc(Cl)cc1
  -4	-3	7	-3	-2	0	-3	0	2
- O=C(CSc1ccccc1)N1CCCC(N2CCN(c3ccc(F)cc3)CC2)C1 (stereo not given)
  0	1	1	5	-5	-3	0	4	1
- CCOc1ccc(NC(=O)CN(c2cccc(C(F)(F)F)c2)S(C)(=O)=O)cc1
  -6	3	0	0	-3	-1	1	1	2
- O=C(NCc1ccccn1)C(=O)NCC1OCCN1S(=O)(=O)c1ccc(Br)cc1 (stereo not given)
  1	5	4	-4	4	8	13	-2	0
- CSc1ncccc1C(=O)OCC(=O)N1CC(=O)Nc2ccccc21
  4	-4	nt	-1	2	4	11	-1	2
- Cc1cccc(NC(=O)c2ccc(COc3ccc4ccccc4c3)o2)n1
  -9	-16	0	-5	0	-4	-7	-11	0
- COC(=O)C1=CN(c2ccc(F)c(F)c2)C=C(C(=O)OC)C1c1ccc([N+](=O)[O-])cc1
  -1	-1	1	0	-3	9	3	-1	1
- O=C(Nc1ccc2c(c1)OCO2)c1ccc[n+]([O-])c1
  -2	-3	-6	2	-3	5	6	-3	5
- O=C(Nc1ccc2c(c1)OCO2)C1CCN(Cc2cnn(-c3ccccc3)c2-n2cccc2)CC1
  -2	-5	3	-2	-10	4	-2	-2	2
- NC1=C([N+](=O)[O-])C(c2ccc3c(c2)OCO3)C2=C(CCCC2=O)O1 (stereo not given)
  -4	-1	-2	0	-5	6	9	-1	2
- CCOc1ccc(NC(=O)COC(=O)c2ccc3c(c2)OCO3)cc1
  -1	-5	nt	-3	64*	2	-6	1	5
- Cc1ccc(SCC(=O)NC(=O)Nc2ccc3c(c2)OCCO3)cc1C
  3	-2	-5	2	4	-17	0	-2	2
- CCOC(=O)c1c(C)nc(C(Cl)(Cl)Cl)nc1N
  4	6	7	2	-1	2	2	2	0
- CS(=O)Cc1cc(Oc2ccccc2)nc(-c2ccncc2)n1 (stereo not given)
  -3	1	1	-3	-3	-1	0	1	-3
- O=C(CC(Cc1ccccc1)c1ccco1)NC1CCCCC1 (stereo not given)
  2	-4	-1	3	-14	-2	10	-1	3
- CCOC(=O)C1CCN(C(=O)CCS(=O)(=O)c2ccc3c(c2)CCN3C(=O)CC)CC1
  5	0	2	-5	-10	-2	1	-2	-4
- Cn1nc(C(=O)Nc2ccccc2N2CCCC2)c2ccccc2c1=O
  5	2	-2	0	-2	5	0	-2	10
- O=c1[nH][nH]c(=O)c2cc(N3CCCC3)ccc12
  3	-3	5	-1	1	6	9	2	1
- c1ccc(-c2nnc(CSc3nncs3)o2)cc1
  -2	2	4	-5	-5	-2	3	-2	1
- COc1ccc(CNC(=O)COC(=O)/C=C/c2cccs2)cc1
  -6	2	4	0	0	-4	1	3	2
- C[C@H]1CC[C@]2(O[C@H](CCO)C[C@@H](O)[C@@H]2O)O1
  2	-8	4	-5	4	1	10	3	1
- N#C/C(=C\c1ccccc1)C(=O)Nc1cccnc1
  2	2	6	-1	-1	1	3	1	-1
- COc1ccc(N2CCN(C(=O)CCc3ccccc3)CC2)cc1
  4	9	0	0	-16	2	6	1	5
- Cc1n[nH]c(C)c1S(=O)(=O)N1CCC(C(=O)Nc2cccc(F)c2)CC1
  -10	-10	-9	-1	1	-7	6	0	1
- Cc1c(NC(=S)NC(C)(C)C)c(=O)n(-c2ccccc2)n1C
  -2	1	0	-5	-6	3	2	0	1
- O=C(C(F)C(F)(F)F)N1CCN(c2ccccc2)CC1 (stereo not given)
  -4	3	0	1	4	6	12	2	0
- Cc1c(C(N)=O)sc(N)c1C(=O)OC(C)C
  3	4	3	0	-2	3	4	0	2
- COC(=O)c1nn(-c2ccccc2)c(=O)cc1O
  5	0	4	-1	3	10	-1	2	2
- COc1ccc(N2CCN(C(=O)Cc3ccc(S(=O)(=O)N4CCOCC4)s3)CC2)cc1
  -2	12	6	-2	-9	-3	-2	0	11
- CCN1CCN(Cc2oc(CO)cc(=O)c2O)CC1
  -3	-3	11	3	9	3	3	2	4
- COc1ccc(C(C(=O)NC2CCCC2)N(C(=O)c2ccoc2C)c2ccccc2)cc1 (stereo not given)
  1	-3	8	4	-2	0	5	-4	-3
- Cc1cc(C)n(CCC(=O)N/N=C/c2ccc(O)cc2)n1
  -4	4	3	-3	-3	1	7	3	3
- Cc1ccc(S(=O)(=O)N2CCOCC2)cc1NC(=O)Cn1cc(C(F)(F)F)cc(Cl)c1=O
  -2	2	2	-4	-4	-1	-2	-1	5
- Cc1ccc(OCCNC(=O)c2ccc(COc3ccccc3)o2)cc1
  0	-5	-8	2	6	5	9	-5	9
- COc1ccccc1C(=O)NCCC(=O)N1CCN(C(C)=O)CC1
  2	12	-6	-3	-1	-2	8	8	3
- S=C(c1ccc(Cl)cc1)N1CCN(Cc2ccccc2)CC1
  -7	5	5	-3	10	1	4	-1	3
- CC(C)CC(NC(=O)C1CCC(C)CC1)C(=O)NCc1cccnc1 (stereo not given)
  -4	0	4	-1	4	9	8	-1	-1
- COC(=O)[C@H](CC(C)C)NC(=O)Cn1cnc2c(SC)nc(N)nc21
  nt	nt	nt	0	-8	8	-2	nt	2
- CC(Oc1ccccc1)C(=O)N1CCC2(CC1)Oc1ccc(F)cc1C(=O)C21CC(c2cccnc2)=NO1 (stereo not given)
  5	1	2	-4	-3	-5	6	2	7
- CN1CCC(N(C)S(=O)(=O)c2ccc(NC(=O)COc3cccc(Cl)c3)cc2)CC1
  4	7	6	-2	4	4	6	0	1
- CC(=O)N1CCN(Cc2ccc(Br)s2)CC1
  -3	-6	-3	0	6	0	9	0	5
- CCOC(=O)C1CCN(S(=O)(=O)c2cc(C(=O)N3CCCCC3)ccc2OC)CC1
  7	-2	-1	3	7	1	6	-1	8
- CN(C(=O)c1cccs1)c1ccc(OCC(=O)N2CCC(C(N)=O)CC2)cc1
  -6	-2	16	5	6	-2	3	1	-3
- CCC(Cc1ccccc1)NC(=O)CCNS(=O)(=O)c1cc(Br)cnc1N (stereo not given)
  9	6	4	-4	0	1	6	0	5
- CC(C)CN(C(=O)CSc1ncnc2ccccc12)C1CCS(=O)(=O)C1 (stereo not given)
  -2	7	nt	7	-6	0	4	0	2
- COc1cccc(C(=O)COc2ccc(NC(=O)c3cccs3)cc2)c1
  -2	-6	-5	-7	4	-5	-2	-8	0
- Cc1cc(C)cc(OCc2nnc(SCC(=O)c3ccc(Br)cc3)o2)c1
  -4	-5	28	-3	-12	5	3	-6	7
- CN1CCN(C(c2ccc(F)cc2)c2nnnn2Cc2cccs2)CC1 (stereo not given)
  -4	-7	1	0	6	10	-4	0	-1
- Cc1ccccc1OCc1nnc(SC(C)C(=O)O)n1Cc1ccccc1 (stereo not given)
  -3	-5	5	-3	0	1	11	-4	-10
- O=C(Nc1ccc(C(=O)O)cc1)/C(=C\c1ccccc1)NC(=O)c1ccc(Br)cc1
  3	-1	-7	-4	6	2	1	-2	9
- Clc1ccc(C2=Nn3c(nnc3-c3cccnc3)SC2)s1
  1	-3	5	0	13	-3	6	-5	-10
- N#Cc1ccccc1OCC(=O)OCC(=O)NC1CCCC1
  4	4	nt	-4	2	-3	9	3	5

Following part.
Value order: PME-1 primary	LYPLA2 inh	GSTO1 inh	PAD4 inh	PAFAH2 inh	PAFAH1B2 inh	PAFAH1B3 inh	LYPLA1 inh	pPAFAH inh
- Clc1ccc(Cn2c(CN3CCCC3)nc3ccccc32)cc1
  5	1	2	-3	nt	nt	nt	2	3
- COC(=O)c1cc(C)sc1NC(=O)CCCC(=O)O
  4	2	7	0	-8	4	1	-4	4
- C=CCn1c(SCc2cc(=O)n3ccsc3n2)nc2sc(C)c(C)c2c1=O
  -5	-2	9	-2	nt	nt	nt	1	-6
- CC(C)(C)c1ccc(NC(=O)Nc2ccc(F)cc2)cc1
  -11	-12	-2	1	nt	nt	nt	-8	-3
- C[C@H](CO)N1C[C@H](C)[C@@H](CN(C)C(=O)Nc2ccc3c(c2)OCO3)Oc2ccc(NC(=O)Cc3ccccc3)cc2C1=O
  nt	nt	nt	-3	8	10	9	nt	12
- CC(Oc1ccc(Cl)cc1)C(=O)N1CCN(C(=O)c2ccco2)CC1 (stereo not given)
  -2	3	nt	1	6	8	10	1	4
- COc1ccc(N2C(=O)C3C4C=CC(C4)C3C2=O)c([N+](=O)[O-])c1 (stereo not given)
  -4	4	2	-1	3	0	-1	7	0
- Cc1cc(C2CC(=O)Nc3ccccc3S2)c(C)s1 (stereo not given)
  2	1	-4	4	-3	1	5	0	-3
- Cc1ccc(SCCc2cc[n+](CC(=O)c3ccccc3)cc2)cc1
  -1	1	2	-2	8	6	6	2	3
- O=C(CNC(=O)c1ccco1)NC1CCCCCC1
  2	-4	3	-2	-2	2	7	-2	17
- CSc1nnc2ccc(-c3ccccn3)nn12
  0	0	-8	-2	-4	3	3	6	4
- Cn1c(=O)c2c(nc3n2CC(CO)O3)n(C)c1=O (stereo not given)
  -1	3	6	1	1	3	10	0	1
- COc1ccccc1CNC(=O)c1ccc(NS(C)(=O)=O)cc1
  -2	3	0	3	0	-1	9	-2	2
- NC(N)=NC(N)=Nc1cccc(Cl)c1
  2	-1	-1	1	0	-3	6	-2	-10
- COc1ccc(C)cc1NC(=O)C1COc2ccccc2O1 (stereo not given)
  -12	0	-1	4	-4	1	-2	-4	-1
- CCOC(=O)c1cccc(NS(=O)(=O)c2ccc(NC(C)=O)cc2)c1
  -7	7	8	4	-1	-1	-1	-1	8
- C=C1CSc2nc(=O)c3c4c(sc3n21)CCC4
  4	0	2	0	4	5	-9	-3	-1
- CC1CC(C)CN(C(=O)CN2C(=O)NC(c3ccccc3)(c3ccccc3)C2=O)C1 (stereo not given)
  3	-5	nt	-4	-1	26*	0	1	3
- O=C(CSc1nnc(Cc2ccccc2)o1)NCc1ccco1
  -13	2	-1	6	-9	-1	1	3	4
- C=CCn1c(SCc2ccccc2F)nc2cc(C(=O)O)ccc2c1=O
  0	6	-1	-4	13	10	10	2	9
- Cc1nc2ccccc2c(=O)n1CCCO
  -11	4	4	3	5	3	3	8	2

Compound activity (PubChem BioAssay)

An excerpt, so the mix of outcomes need not match the whole.
